TDP43 rescue: rescues yeast growth from TDP-43 toxicity. 1.8% of 410,000 active. TDP-43 expressing yeast growth rescue, BacTiter-Glo, 24 h. Potency, µM (series often up to 46.1 µM), for inactives: at the top dose growth rescue (activation), most hits filed as activators. AID 652104; further: potency means the concentration at half of the fitted maximal effect; % of control where 0% means no effect; nearly all actives have a fitted effect of over 50% in size
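Galactose-induced TDP-43 yeast, OD600=0.02, compound pinned; 24 hr, 30 deg C; BacTiter-Glo luminescence for growth. Inhibitors of TDP-43 toxicity read as activators.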
D3 antag: blocks the human D3 dopamine receptor. D3R cells, DiscoveRx beta-arrestin luminescence, antagonist mode; stronger effect = lower value. max response, negative = inhibition, %. 2.5% of 360,000 active. P35462; in the data active means max response below about -50%; inconclusive means no clear call, values can overlap the other calls; further: on the % scale 0 is the no-effect control and ±100 the full control effect; mostly tested at two doses, the higher about 12 µM
Target sequence (P35462 whole entry, looked up): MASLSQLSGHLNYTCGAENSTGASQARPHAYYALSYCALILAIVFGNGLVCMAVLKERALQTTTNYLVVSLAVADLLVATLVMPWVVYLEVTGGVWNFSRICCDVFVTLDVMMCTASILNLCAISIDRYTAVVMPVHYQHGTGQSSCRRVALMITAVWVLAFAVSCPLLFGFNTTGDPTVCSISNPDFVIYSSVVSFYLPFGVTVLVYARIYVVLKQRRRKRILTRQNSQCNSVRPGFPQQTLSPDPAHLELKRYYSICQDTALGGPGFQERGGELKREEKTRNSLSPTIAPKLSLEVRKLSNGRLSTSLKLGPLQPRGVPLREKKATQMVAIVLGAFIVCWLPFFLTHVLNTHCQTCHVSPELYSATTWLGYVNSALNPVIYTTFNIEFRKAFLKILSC
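Cells plated overnight at 1500 cells/well, then exposed to library compounds with dopamine controls for 90 minutes at 37 degrees C. DiscoveRx reagent added for 30–60 minutes at room temperature; luminescence read, quantitative HTS format.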
aSyn rescue: inhibitors of alpha-synuclein toxicity in yeast | Yeast expressing alpha-synuclein, growth rescue, BacTiter-Glo, 24 h | Potency, µM (highest dose often 46.1 µM), for inactives: at the highest dose growth rescue (activation), hits mostly activators | 0.14% of 370,000 active; further: potency means the concentration at half of the fitted maximal effect; % of control where 0% means no effect; nearly all actives have a fitted effect of over 65% in size
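Screening used galactose-induced yeast with toxic alpha-synuclein levels, exposed to compound for 24 hr at 30 deg C. Cell growth, read with BacTiter-Glo luminescence, gave the measured signal.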
Abeta yeast res: compounds reversing amyloid beta toxicity in yeast; AID 1347071; 0.063% of 410,000 active; yeast expressing A-beta42, growth rescue, OD600, 48 h; response scale: 0% DMSO, 100% iron-clioquinol control; Potency, µM (series often up to 46.1 µM), for the others: at the top dose growth rescue, usual class: activators; further: potency means the concentration at half of the fitted maximal effect; nearly all actives have a fitted effect of over 55% in size
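Yeast growth medium received pinned compounds, then yeast cells expressing toxic A-beta were added; plates incubated at 30 C for 48 hr. Growth read as absorbance at 600 nm, normalized to DMSO and equimolar FeCl3 plus clioquinol controls.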
Akt phos inh: blocks phosphorylation of Akt | Neuro2A IGF-stimulated pAkt S473 HTRF, 20 min; stronger effect = lower value | activity change, % for hits at 50 µM | 0.32% of 360,000 active | AID 651550; in the data active means activity change below about -80%; inconclusive means mostly about -51% to -80%; further: on the % scale 0 is the no-effect control and ±100 the full control effect
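Neuro2A cells (4,500/well, DMEM with 0.5% FBS) were treated with compound at a single 50 µM final concentration, stimulated with 6 nM IGF for 20 min at 37 °C, and lysed. Phospho-Akt Ser473 was read by HTRF as 665/615 ratio ×10^4.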
FUS yeast rescue: FUS proteinopathy suppression in yeast. Potency, µM (titrated, usually from 76.6 µM), for the others: at the top dose growth rescue (activation), usual class: activators. S. cerevisiae FUS-expressing, growth rescue, OD600, 24 h. AID 1347120. 0.24% of 390,000 active;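 further: potency means the concentration at half of the fitted maximal effect; plate controls were DMSO vehicle for no effect and reference control for full effect; nearly all actives have a fitted effect of over 55% in size; some results filed as inactive show a strong effect at the top dose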
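S. cerevisiae expressing FUS from galactose induction served as the toxicity model. Growth after 24hr at 30C, read as absorbance at 600 nm, indicates suppression of toxicity; compounds dosed at several concentrations.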
PTHR1 ag: PTHR1 (human) receptor agonism | 0.075% of 410,000 active | HEK293 GP2 PTHR1 cells, GloSensor cAMP luminescence, 1 h | Potency, µM (highest dose often 115 µM), for inactives: at the top dose activation, actives largely listed as activators | AID 743266 | Q03431; further: potency means the concentration at half of the fitted maximal effect; nearly all actives have a fitted effect of over 55% in size; some results filed as inactive show a strong effect at the top dose; inactives centre near -15; many of its hits are not listed in these tables
Target sequence (Q03431 whole entry, looked up): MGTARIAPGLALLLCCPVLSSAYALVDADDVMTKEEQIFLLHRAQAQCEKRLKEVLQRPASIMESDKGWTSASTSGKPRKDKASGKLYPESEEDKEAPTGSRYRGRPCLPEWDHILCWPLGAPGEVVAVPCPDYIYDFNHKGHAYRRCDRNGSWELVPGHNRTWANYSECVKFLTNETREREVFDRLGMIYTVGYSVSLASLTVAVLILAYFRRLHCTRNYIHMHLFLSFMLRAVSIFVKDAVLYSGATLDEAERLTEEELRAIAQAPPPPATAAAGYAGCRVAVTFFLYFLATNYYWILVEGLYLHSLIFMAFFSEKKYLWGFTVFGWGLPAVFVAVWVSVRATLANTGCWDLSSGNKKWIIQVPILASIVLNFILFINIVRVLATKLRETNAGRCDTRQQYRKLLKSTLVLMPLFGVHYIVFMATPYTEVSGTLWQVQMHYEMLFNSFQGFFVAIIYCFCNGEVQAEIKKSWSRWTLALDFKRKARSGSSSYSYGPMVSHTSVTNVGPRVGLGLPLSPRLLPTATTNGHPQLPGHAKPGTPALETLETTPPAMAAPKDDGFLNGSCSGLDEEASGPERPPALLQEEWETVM
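HEK-293-derived GP2 cells expressing PTHR1 and a GloSensor cAMP reporter, 3,000/well, plated overnight, given luciferin plus IBMX (each 0.5 mM as added) for 1 h at 37 °C, then compound for 1 h at 37 °C. Luminescence was read after 15 min at room temperature.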
GLP1R ag: GLP-1 receptor (human) agonism; P43220; 0.007% of 380,000 active; HEK293 GLP-1R CRE-luciferase, luminescence, 4-6 h; cells express a hypersensitive GLP-1R form; Potency, µM (titrated, usually from 45.6 µM), for the others: top-dose activation, usual class: activators; AID 624172; further: potency means the concentration at half of the fitted maximal effect; % of control where 0% means no effect
GLP-1R inv ag: acts as inverse agonist at human GLP-1 receptor | AID 624417 | Potency, µM (top dose mostly 38.3 µM), without a hit: at the top dose activity change, negative = inhibition, usual class: inhibitors | 1.6% of 410,000 active | HEK293 GLP-1R CRE-luciferase, luminescence, 24 h; GLP-1R form is constitutively active | P43220; further: potency means the concentration at half of the fitted maximal effect; on the % scale 0 is the no-effect control and ±100 the full control effect; nearly all actives have a fitted effect of over 55% in size
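Inverse agonists were sought by their lowering of basal cAMP reporter luciferase output in HEK293 cells stably carrying constitutively active human GLP-1R, after 24 h compound treatment.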
Numbers without * were called inactive; i = inactive; u = inconclusive; x = no result given; [ ] = another dose, or the depositor's remark. Unless noted, the call rests on the fitted dose curve; in most records, active means well fitted curve in the direction sought with a large enough effect; inconclusive means small, poorly fitted or top-dose-only effect, or another doubt; inactive means no such curve, though single readings can be large; an effect the other way counts as inactive or inconclusive. Only part of the results is shown, so the mix of outcomes need not match the whole.

The opening 2 entries, ahead of the listing:
structure	TDP43 rescue	D3 antag	aSyn rescue	Abeta yeast res	Akt phos inh	FUS yeast rescue	PTHR1 ag	GLP1R ag	GLP-1R inv ag
CCCc1cnc(N2CCN(C(=O)c3ccccc3)CC2)nc1	11.2µM*	15.0	6.5%	-10.7%	i	-27.1%	-15.0%	6.8%	-18.7%
COc1ccccc1CCNC(=O)Cn1ccc2cc(S(=O)(=O)N3CCC(C)CC3)ccc21	16.6%	0.0	3.4%	6.1%	i	21.1%	i	7.6%	u

All compounds of this part, previewed entries included:
structure	TDP43 rescue	D3 antag	aSyn rescue	Abeta yeast res	Akt phos inh	FUS yeast rescue	PTHR1 ag	GLP1R ag	GLP-1R inv ag
CCCc1cnc(N2CCN(C(=O)c3ccccc3)CC2)nc1	11.2µM*	15.0	6.5%	-10.7%	i	-27.1%	-15.0%	6.8%	-18.7%
COc1ccccc1CCNC(=O)Cn1ccc2cc(S(=O)(=O)N3CCC(C)CC3)ccc21	16.6%	0.0	3.4%	6.1%	i	21.1%	i	7.6%	u
CSc1ncc(Cl)c(C(=O)Nc2ccc(S(=O)(=O)N3CCCC(C)C3)cc2)n1 (stereo not given)	u	x	x	7.3%	x	2.9%	-21.1%	x	-31.1%
O=C(CCC(=O)N1CCOc2ccccc21)NCc1cccnc1	0.0%	13.9	-4.4%	0.2%	i	-19.1%	i	-2.3%	-0.1%
COc1ccc(C(=O)CCC(=O)Nc2cc(Cl)c(O)c(Cl)c2)cc1	-7.8%	-4.9	-7.3%	-14.2%	i	23.3%	i	2.6%	-6.7%
O=C(CCCNC(=O)c1ccc(Cl)cc1)Nc1ccc(F)c(S(=O)(=O)N2CCOCC2)c1	-18.3%	21.1	-0.3%	-2.0%	i	-5.7%	-16.4%	2.0%	19.9%
CN(Cc1cccs1)c1ncnc2sccc12	12.6µM*	15.5	10.8%	-16.4%	i	-0.9%	-14.2%[57.5 µM]	12.9%	6.2%
CCn1c(COc2ccc(Cl)cc2)nnc1SC1CCc2ccccc2C1=O (stereo not given)	10.6%	-6.5	u	-26.9%	i	-8.0%	-21.3%	-5.0%	u
COc1ccccc1CNC(=O)CN(C)CC(=O)Nc1cccc(F)c1	6.4%	4.8	-0.6%	-2.7%	i	9.6%	-16.7%	-6.2%	-2.3%
COc1ccc(CNC(=O)Cn2nnc3ccccc3c2=O)cc1	13.2%	4.2	7.3%	0.8%	i	-21.1%	i	-2.1%	-21.0%
CC1CCCCN1C(=O)c1cc2c(=O)n3ccccc3nc2s1 (stereo not given)	-0.8%	5.0	0.7%	-19.6%	i	15.3%	i	u	115.4%[activator]
COc1ccc(C(C(=O)NCC2CCCO2)N(C(=O)Cn2nnc3ccccc32)c2ccc(NC(C)=O)cc2)cc1OC (stereo not given)	-29.2%	2.7	2.9%	-4.1%	i	-14.3%	i	-0.2%	0.9%
CC(=O)Nc1ccc(C=NNc2ccc([N+](=O)[O-])cn2)cc1	-12.0%	-13.3	1.0%	-5.7%	i	-7.8%	-2.3%	19.0%	23.2%
CCN(Cc1ccc2c(c1)OCCO2)S(=O)(=O)c1ccc(NC(C)=O)cc1	7.7%	0.0	11.5%	u	i	19.1%	-7.3%	-0.9%	-15.5%
CCCCN(CC)Cc1ccc(CNC(=S)Nc2ccc(C)cc2Cl)o1	-12.9%	1.6	11.1%	-3.4%	i	21.0%	-8.4%	10.4%	u
COc1cccc(C2C(C(=O)Nc3nc4ccccc4s3)=C(C)NC3=C2C(=O)CC(C)(C)C3)c1OC (stereo not given)	2.2%	87.9	-1.5%	-11.1%	i	37.3%	4.5%[57.5 µM]	-8.7%	12.1%
CCN1CCCC1CNC(=O)C(=O)NC(C)C (stereo not given)	9.3%	16.3	-4.5%	-11.1%	i	12.8%	i	-1.2%	0.7%
NNC(=O)c1ccc(CSc2n[nH]c(=O)[nH]c2=O)cc1	-13.7%	11.0	15.9%	-14.5%	i	26.9%	0.4%	0.8%	17.5%
COC(=O)c1c(NC(=O)COc2ccccc2Cl)sc2c1CCC(C(C)(C)C)C2 (stereo not given)	0.0%	x	x	-9.3%	x	4.5%	i	x	6.6%
COCCCNC(=O)c1cc(S(=O)(=O)N2CCC3(CC2)OCCO3)ccc1F	21.4%	16.3	0.8%	11.6%	i	-24.5%	-49.6%[inhibitor]	-1.9%	2.9%
O=C1COc2ccc(C(=O)COC(=O)Cc3ccc(Cl)cc3)cc2N1	18.8%[9.22 µM]	-0.2	4.2%	3.3%	i	10.7%	-14.7%	5.0%	2.5%
CC(C)Oc1ccc(CNC(=O)C2=Cc3ccccc3OC2)cc1	6.4%[9.22 µM]	x	x	29.4%	x	u	-17.3%	x	u
CCSc1nnc(NC(=O)c2ccc(Br)s2)s1	-18.3%	39.5	-5.7%	-8.2%	-81.3%*	6.7%	-20.2%	12.3%	2.4%
COc1ccc(Cl)cc1NC(=O)N1CCN(S(=O)(=O)c2ccc3c(ccn3C)c2)CC1	5.9%	x	8.3%	-17.9%	x	u	-18.3%	0.1%	-10.9%
COc1ccc(-c2nc3cc(NC(=S)NC(=O)Cc4ccccc4)ccc3o2)cc1	6.5%	9.3	1.6%	-7.9%	i	4.9%	-55.6%[inhibitor]	-1.6%	17.4%
O=S1(=O)CCN(Cc2ccccc2C(F)(F)F)CC1	8.0%	12.2	2.9%	2.9%	i	-20.5%	-0.5%	0.4%	-18.3%
Cc1cc(C2C(=O)c3ccccc3C2=O)c(C)c(C)c1C	u	u	-23.9%	-23.6%	i	29.8%	i	2.6%	-21.6%
COCCCNC(=S)N1CCCN(c2nc3cc(C)c(C)cc3cc2C#N)CC1	u	2.0	3.1%	u	i	11.8%	-26.7%	4.3%	u
CC1(C)Cc2c(C#N)c(OCC(=O)c3ccccc3)nc(-c3ccoc3)c2CO1	-8.9%	4.1	0.2%	5.5%	i	26.7%	-23.4%	2.4%	18.1%
CC(C)c1ccc(NC(=O)CCNS(=O)(=O)c2ccc3c(c2)oc(=O)n3C)cc1	17.0%	x	x	9.6%	x	10.2%	i	x	13.8%
COc1cc2c(cc1OC)C(c1cccs1)N(C(=O)c1ccc(S(=O)(=O)N(C)C)cc1)CC2 (stereo not given)	6.5%	20.4	6.0%	6.6%	i	u	-21.2%	24.6%	32.7%[activator]
CCCn1c2ccccc2c2nnc(SCC(=O)Nc3cc(C)on3)nc21	8.4%	u	2.5%	17.4%	i	-22.1%	-0.7%	4.4%	0.2%
O=C(CC1OC(=O)c2ccccc21)Nc1cccc(S(=O)(=O)N2CCCCCC2)c1 (stereo not given)	13.3%	10.5	1.9%	12.7%	i	25.2%	-30.8%[inhibitor]	-0.9%	-10.1%
CCOC(=O)N1CCN(c2c(NCCc3ccccc3)c(=O)c2=O)CC1	u	15.9	-0.7%	6.2%	i	-27.0%	-4.5%	-2.7%	-11.3%
COC/C=C/C1=CC2=CC(=O)C(C)(OC(=O)c3cnc4ccccc4n3)C(=O)C2=CN1CCOC (stereo not given)	-6.7%	-6.8	-3.3%	-25.0%	i	32.3%	-13.0%	4.0%	10.0%
CCOC(=O)n1c(=O)oc2ccccc21	-19.1%	-19.8	-3.5%	-7.3%	i	0.6%	i	-7.0%	58.3%[activator]
COCCCn1c(C)cc(C(=O)CN2c3cccc4cccc(c34)S2(=O)=O)c1C	u	11.3	-3.4%[1.84 µM]	6.3%	i	38.8%	-16.8%	-0.6%	-49.2%
C=C1CC2C(CCC3(C)C2CCC3(O)C(C)=O)C2(C)CCC(=O)C=C12 (stereo not given)	1.6%	0.0	5.2%	9.0%	i	-2.9%	-10.8%	-9.6%	u
Cc1nc2cc(-c3ccccc3)nn2c(C)c1CCC(=O)NCCc1ccccc1	u	x	x	8.8%	x	1.2%	i	-1.2%	-15.0%
CC(Sc1nnc(COc2ccc([N+](=O)[O-])cc2)n1C)C(=O)O (stereo not given)	4.4%	-2.3	-2.4%	-2.4%	i	-0.2%	i	3.5%	13.8%
COc1cccc(NC(=O)COC(=O)CCOc2ccccc2OC)c1	8.4%[9.22 µM]	5.2	3.6%	-0.2%	i	4.5%	-8.0%	0.6%	-6.4%
Cc1nn2c(SCC(=O)c3cccs3)cc(C(C)(C)C)nc2c1-c1ccccc1	-8.7%	47.4	12.6%	5.1%	i	19.3%	i	5.2%	-29.1%
CC(=O)N1CCc2c(sc3c2c(=O)n(CCc2ccccc2)c(=O)n3Cc2ccc(Cl)cc2)C1	31.6µM*	x	x	-2.9%	x	u	-21.7%	-1.9%	u
Cc1ccc(CNC(=O)CCC2CCCN(Cc3ccc4cccc(F)c4n3)C2)o1 (stereo not given)	5.8%	-24.6	4.2%	11.8%	i	24.1%	-19.4%	6.6%	-11.8%
O=C(N/N=C/c1ccccc1Br)C1CC1	-17.4%	-3.9	-6.6%	-10.8%	i	-12.6%	22.0%	-2.2%	4.1%
O=C(NC12CC3CC(CC(C3)C1)C2)c1cccc(OC(F)F)c1	u	1.5	0.5%	10.4%	i	14.5%	-27.9%	17.9%	u
